Source: PubChem
SRC2 inh: human SRC2 (NCOA2) inhibition; Q15596; HEK293 GAL4-SRC2 luciferase reporter, luminescence; inhibition, % at 9 µM; 0.17% of 370,000 active; AID 651957;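 active = inhibition above the mean inhibition of all tested compounds plus 3 SD, set per campaign, cut at about 52% in these data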;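 note: 0% = DMSO treated cells and 100% = cells given Gossypol at 36 µM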
MC4R antag cAMP: human MC4R antagonism in cAMP assay; P32245; MC4R-expressing cells, MTII-stimulated cAMP, LANCE TR-FRET; inhibition, % at 6.5 µM; 0.48% of 360,000 active;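 active = inhibition above its plate's cutoff, the mean of tested wells on that plate plus 3 SD, cut at about 29% in these data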;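 note: 0% = Melanotan II alone and 100% = Melanotan II plus saturating MCL0020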
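System – human MC4R-expressing U2OS cells · Also added – Melanotan II · Dosing – one concentration, 6.5 µM nominal · Timing – 30-min compound, 1-h challenge, 1-h detection, room temperature · Measured by – Eu-cAMP/anti-cAMP TR-FRET, emission 671 nm · Replicates – singlicate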
ABHD5 PLIN5 PPI: inhibitors of human ABHD5-perilipin-5 interaction. Q00G26+Q8WTS1. Split G. princeps luciferase complementation, luminescence, 4 h. AID 602281. inhibition, % at 4 µM. 0.78% of 360,000 active;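 active = inhibition above the mean inhibition across every tested compound plus 3 SD, cut at about 22% in these data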;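 note: 0% = DMSO only wells and the 100% control is not disclosed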
LRH-1 inv ag: inverse agonists of human LRH-1 (NR5A2); O00482; HEK293T StAR-luciferase reporter, LRH-1 transfected, 24 h; inhibition, % at 3.6 µM; 0.13% of 360,000 active; AID 602396;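 active = inhibition above the mean inhibition of all tested compounds plus 3 SD, cut at about 73% in these data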;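 note: 0% = DMSO wells and 100% = reporter-only cells lacking LRH-1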
NOD2-RIPK2 inh: blocks binding of human NOD2 to RIPK2; CHO BLA complementation NOD2-RIPK2, CCF4 ratio; inhibition, % at 4.98 µM; 0.38% of 360,000 active; in the data active = inhibition above about 21%;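 note: 0% = vehicle only and 100% = reference blocker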
NCOA1 inh: inhibitors of human steroid receptor coactivator 1 (SRC1) | inhibition, % at 3.6 µM | AID 588354 | Q15788 | 0.12% of 360,000 active | HEK293 GAL4-SRC1 luciferase reporter, luminescence;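 active = inhibition above the campaign mean plus 3 SD, with each screening campaign given its own cutoff, cut at about 60% in these data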;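 note: 0% = DMSO treated cells and 100% = gossypol at 36 µM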
COUP-TFII inh: NR2F2 (human) inhibition, primary screen | 0.7% of 370,000 active | inhibition, % at 8.6 µM | HEK293T NGFI-A luciferase reporter, luminescence | AID 686940 | P24468;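 active = inhibition above a per-plate cutoff, mean inhibition of test wells between control levels plus 3 SD, cut at about 38% in these data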;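 note: cells cotransfected with COUP-TFII expression vector driving the NGFI-A reporter; 0% = median of COUP-TF2 test wells and 100% = reporter-only cells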
SRC3 inh: inhibits human SRC3 coactivator; 0.17% of 360,000 active; Q9Y6Q9; inhibition, % at 3.6 µM; HEK293 GAL4-SRC3 luciferase reporter, luminescence;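 active = inhibition above a per-campaign cutoff, the mean of all compounds plus 3 SD, cut at about 60% in these data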;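 note: 0% = DMSO-treated cells and 100% = gossypol-treated cells at 36 µM; higher means less SRC3-driven luciferase light from the GAL4 reporter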
MC4R barr agon: activates human MC4R beta-arrestin recruitment. P32245. U2OS MC4R beta-arrestin complementation, luminescence; percent of melanotan II response, DMSO zero. activation, % at 8.9 µM. 0.98% of 360,000 active;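 active = activation above a per-plate cutoff, the mean activation of sample wells on that plate plus 3 SD, cut at about 8% in these data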
TLR9-MyD88 block: inhibitors of human TLR9-MyD88 binding; AID 504734; inhibition, % at 4.98 µM; 0.21% of 340,000 active; Q9NR96+Q99836; CHO BLA complementation TLR9-MyD88, CCF4 FRET ratio;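 active = inhibition above the mean over all tested compounds plus 3 SD, cut at about 21% in these data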;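 note: 0% = DMSO only wells and 100% = clavulanate BLA inhibitor control wells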
Target sequence (Q99836 whole entry, looked up): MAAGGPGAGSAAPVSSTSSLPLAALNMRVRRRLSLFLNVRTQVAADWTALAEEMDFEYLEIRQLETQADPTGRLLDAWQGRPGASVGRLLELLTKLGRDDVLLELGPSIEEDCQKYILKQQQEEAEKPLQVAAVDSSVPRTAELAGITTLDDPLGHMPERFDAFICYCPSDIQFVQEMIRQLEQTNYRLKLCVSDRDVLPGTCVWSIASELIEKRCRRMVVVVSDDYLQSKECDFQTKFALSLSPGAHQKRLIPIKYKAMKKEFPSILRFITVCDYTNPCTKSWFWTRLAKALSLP
Target sequence (Q9NR96 whole entry, looked up): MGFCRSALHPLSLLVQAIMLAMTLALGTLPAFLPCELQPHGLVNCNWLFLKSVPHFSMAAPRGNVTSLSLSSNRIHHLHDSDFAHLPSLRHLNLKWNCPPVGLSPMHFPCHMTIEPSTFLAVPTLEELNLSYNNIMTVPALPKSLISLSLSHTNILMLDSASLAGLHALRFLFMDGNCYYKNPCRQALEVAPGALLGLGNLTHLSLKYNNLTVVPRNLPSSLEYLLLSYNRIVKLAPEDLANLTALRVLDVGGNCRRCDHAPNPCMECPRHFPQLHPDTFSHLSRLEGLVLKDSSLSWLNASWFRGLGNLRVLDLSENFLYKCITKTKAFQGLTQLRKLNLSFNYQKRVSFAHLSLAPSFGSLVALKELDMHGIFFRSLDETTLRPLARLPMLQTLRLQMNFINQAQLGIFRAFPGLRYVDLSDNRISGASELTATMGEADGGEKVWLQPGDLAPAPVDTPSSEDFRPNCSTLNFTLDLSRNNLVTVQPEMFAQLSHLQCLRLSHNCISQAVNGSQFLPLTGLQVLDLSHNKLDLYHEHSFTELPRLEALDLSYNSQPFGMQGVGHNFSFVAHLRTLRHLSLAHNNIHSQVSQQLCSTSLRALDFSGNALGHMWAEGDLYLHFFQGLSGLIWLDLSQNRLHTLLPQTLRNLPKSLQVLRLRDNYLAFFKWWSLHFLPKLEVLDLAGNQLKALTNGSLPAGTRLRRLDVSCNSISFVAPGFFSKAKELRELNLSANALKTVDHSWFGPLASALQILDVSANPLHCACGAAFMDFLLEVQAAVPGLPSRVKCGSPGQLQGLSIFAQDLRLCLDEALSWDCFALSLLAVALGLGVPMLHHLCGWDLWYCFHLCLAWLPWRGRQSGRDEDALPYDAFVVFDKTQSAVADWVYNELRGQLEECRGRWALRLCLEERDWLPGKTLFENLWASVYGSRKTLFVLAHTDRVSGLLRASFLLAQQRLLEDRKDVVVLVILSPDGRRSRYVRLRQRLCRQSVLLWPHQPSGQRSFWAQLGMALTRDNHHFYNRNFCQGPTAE
LMP1 NFkB inh: Epstein-Barr LMP1 NF-kappaB reporter inhibition; LMP1-induced NF-kappaB luciferase reporter cells, luminescence; inhibition, % at 12.5 µM; 0.69% of 350,000 active; in the data active = inhibition above about 41%;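 note: 0% = neutral control wells and 100% = reference inhibitor control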
* hit, by the source's call; nt = not tested or not shown.

SRC2 inh,MC4R antag cAMP,ABHD5 PLIN5 PPI,LRH-1 inv ag,NOD2-RIPK2 inh,NCOA1 inh,COUP-TFII inh,SRC3 inh,MC4R barr agon,TLR9-MyD88 block,LMP1 NFkB inh,compound
-67,10,1,-14,-5,-12,-6,-1,-0.4,-8,-2,O=C(COC(=O)c1cc(-c2ccccc2Cl)nc2ccccc12)Nc1ncc(C(F)(F)F)cc1Cl
12,0,7,8,-1,-9,-25,8,0.0,1,-6,Cc1ccc(S(=O)(=O)N2CCCCC2)cc1NS(=O)(=O)c1cccc(C(=O)O)c1
7,8,-1,2,3,3,2,-16,-2.3,-4,-26,CN(c1cccc(NC(=O)c2ccccc2N(Cc2ccccc2)S(C)(=O)=O)c1)S(C)(=O)=O
-8,0,1,2,5,-4,1,-12,-1.8,-4,-3,Cc1ccnc(N2CCC(C(=O)Nc3nnc(C)s3)CC2)n1
-5,16,-6,6,-6,14,-8,-12,0.7,-5,10,COc1ccc(-n2nc(C(=O)NCC(=O)Nc3cccc(Cl)c3)c3ccccc3c2=O)cc1
-23,22,2,-14,-2,-2,-1,-2,0.4,0,2,CCC(NC(=O)c1ccccc1NC(=O)c1ccco1)C(=O)NNC(=O)c1ccc(OC)cc1 (stereo unspecified)
-73,-4,-11,-142,-6,-86,-45,-94,0.1,6,-25,CCn1cnc2cc(NC(=O)c3ccc(C)cc3)ccc21
4,1,7,4,-5,-18,9,5,0.2,-4,0,CC1CC(C)CN(S(=O)(=O)c2ccc(NC(=O)CCNC(=O)c3ccc([N+](=O)[O-])cc3)cc2)C1 (stereo unspecified)
21,9,-4,5,-2,-25,5,9,-2.0,12,-3,COc1ccc(C2CC(=O)c3cnc(Nc4cc(C)cc(C)c4)nc3C2)cc1 (stereo unspecified)
17,4,-8,3,3,2,10,21,-0.5,13,5,CC12CN3CC(C)(CN(C1)C3c1ccc(Cl)cc1)C2 (stereo unspecified)
-18,3,1,-32,0,-14,-7,12,0.1,-7,-4,Cc1scc(C(=O)NNC(=S)NCC(C)C)c1C
13,6,2,-16,-1,16,4,-3,0.9,-1,6,COc1ccc(Br)cc1CN(C)C(=O)C1CC(=O)N(C2CCCC2)C1 (stereo unspecified)
-12,14,-4,-4,-2,6,-13,3,-1.1,6,-13,COc1cc(-c2nc(-c3ccccc3)c(-c3cc([N+](=O)[O-])ccc3C)[nH]2)cc(OC)c1OC
-78,-3,-7,8,19,-45,19,-2,-2.1,3,-98,O=[N+]([O-])c1ccc(Sc2cccc3cccnc23)c([N+](=O)[O-])c1
9,2,4,9,-9,18,-4,1,-3.3,-15,2,CC(C)CCN1CCNC(=O)C1CC(=O)N(C)CCCN1CCOCC1 (stereo unspecified)
-14,3,-1,-15,0,1,18,-6,-0.8,-6,4,O=C(COc1nncc2ccccc12)Nc1ccc(Br)cc1F
-18,11,4,-15,7,3,-14,-12,0.1,5,-3,Cc1ccc(C(=O)OCC(=O)Nc2nc(-c3ccccc3)cs2)cc1NC(=O)c1ccco1
-15,-3,6,-42,-8,-14,-23,-28,-0.8,-4,-5,CSc1nsc(NC(=O)Cc2ccccc2)n1
29,-41,-7,4,-3,11,-24,9,-2.2,nt,nt,NC(c1ccc(F)c(F)c1)c1nc(-c2cncnc2)cs1 (stereo unspecified)
-20,4,-5,-5,-5,-12,-3,-30,-3.4,-5,-3,CCOc1ccccc1NC(=O)CCNC(=O)Cn1ccc2ccccc2c1=O
9,2,-6,-6,-3,3,21,-10,-3.2,-1,0,Cc1[nH]c2ccccc2c1C(=O)C(C)Sc1nnc(C2CC2)o1 (stereo unspecified)
-80,-2,-2,-183,3,-107,-24,-78,-1.5,2,-39,c1ccc(N2CCN(c3cnc4ccccc4n3)CC2)cc1
-4,13,4,-14,0,-9,-11,5,0.0,-3,6,CC1(c2nnc(Cc3ccccc3)o2)CC(c2c(Cl)cccc2Cl)=NO1 (stereo unspecified)
-17,7,-2,-14,1,-7,5,12,-1.0,-3,-4,C=CCNC(=O)c1onc(CSc2cc(C)ccc2C)c1C(=O)O
12,12,0,1,0,9,0,18,-1.4,6,3,Cc1ccccc1OCCn1c(CCNC(=O)C(C)C)nc2ccccc21
-21,6,1,5,-6,1,16,-8,-1.6,1,14,CC(C)C(=O)N1CCN(c2c(Cl)cccc2[N+](=O)[O-])CC1
-12,7,5,8,-1,1,-24,8,-0.5,-6,0,Cc1ccnc(NC(=O)COC(=O)C23CC4CC(CC(C4)C2)C3)n1
10,0,3,16,1,1,8,-9,-1.5,4,-3,N#CCOC(=O)c1cc(S(=O)(=O)N2CCCCC2)ccc1N1CCOCC1
-22,nt,5,-4,0,nt,15,nt,nt,nt,nt,COC(=O)C[C@H]1C=C[C@@H](NC(=O)Nc2c(C)noc2C)[C@@H](CO)O1
28,10,0,4,1,20,17,9,3.1,5,-15,Cc1ccc(SCC(=O)NC(=O)NCCC(C)C)c(C)c1
-11,5,-2,-7,-5,-8,-21,11,-2.4,-1,-18,Cc1cccc(NC(=O)CCNS(=O)(=O)c2cccc3nsnc23)c1
-24,0,8,-1,1,-4,4,8,-0.7,-9,0,Cc1nc(SCC(=O)c2ccc(F)cc2)c([N+](=O)[O-])[nH]1
-23,7,-11,-2,1,6,-9,-6,2.1,-15,4,Cc1cc2nc(C)c(Cc3ccccc3)c(=O)n2[nH]1
-43,0,8,-40,-8,-32,-20,-32,0.5,-2,-22,N#Cc1nc(-c2ccc(Cl)cc2)oc1NCCc1ccccn1
54*,19,41*,12,16,23,3,35,-1.4,16,9,COc1ccc(C(=O)C(CCC(CNC(C)(C)C)C(=O)c2ccc(OC)cc2)CNC(C)(C)C)cc1 (stereo unspecified)
-1,2,-7,-5,5,-22,15,13,-7.1,0,19,CC1CN(C(=O)c2cccc(S(=O)(=O)NCc3ccccc3)c2)CC(C)O1 (stereo unspecified)
-6,3,-5,-8,6,-6,3,-17,-1.2,7,-10,CSc1nsc(SCC(=O)N2CCN(c3ccccc3)CC2)n1
13,5,9,8,-10,-22,11,-15,-2.9,-6,-1,Cc1nn(CCCC(=O)NCCc2ccc(Cl)cc2)c(=O)c2nn(-c3ccccc3)c(C)c12
-11,28,3,-26,-2,3,12,-6,6.4,-12,7,COc1cc(NC(=O)c2ccc(-c3cccc([N+](=O)[O-])c3)o2)ccc1NC(=O)C(C)C
-4,-1,0,6,3,-28,21,-10,-1.3,7,3,COc1cccc(CN2CCNC(=O)C2CC(=O)N(C)C2CCCCC2)c1 (stereo unspecified)
-5,1,5,2,1,-14,-10,13,-1.0,-4,3,CCOC(=O)N1CCN(C(=O)Nc2ccccc2)CC1
-6,-3,2,-19,-4,-7,6,15,2.7,18,11,O=C(Nc1nc2c(s1)CCCC2)c1cccc(S(=O)(=O)N2CCCc3ccccc32)c1
7,8,13,-8,-5,-7,8,3,-2.5,-1,-12,O=C(COC(=O)CCc1ccc(S(=O)(=O)N2CCOCC2)cc1)Nc1ccccc1[N+](=O)[O-]
-27,-3,2,-2,-7,8,14,23,-1.6,3,-1,Cn1ccnc1C(=O)c1cc(SCC(=O)N2CCOCC2)nc2ccccc12
13,-2,9,-3,-6,11,19,15,-1.4,-2,6,O=S(=O)(Nc1ncccn1)c1ccc(F)cc1
4,0,6,-18,0,-4,6,13,2.0,-3,1,CC(=O)NCCC(=O)Nc1ccc(F)cc1C
-6,2,4,7,2,-36,22,14,-2.3,-23,-8,COc1ccc(OC)c(NC(=O)C2C3CCC(C3=C(C)C)C2C(=O)O)c1 (stereo unspecified)
-8,0,-4,0,-1,-12,8,-24,-1.9,-7,-6,O=C(Nc1ccccc1C(=O)NCc1ccco1)NC1CCCCC1
4,-1,-10,-6,1,12,7,13,-0.9,-1,4,CC(c1ccc(F)cc1)n1c(Cn2ncc3ccccc3c2=O)n[nH]c1=S (stereo unspecified)
3,-20,-5,2,-2,3,-15,-1,0.0,-8,5,CN1CCc2c(sc3c2C(=O)NC(c2ccc4c(c2)OCO4)N3)C1 (stereo unspecified)
-11,-4,9,5,0,-1,7,3,1.7,-6,1,Cc1cc2n(n1)C(c1sccc1C)Nc1c(C)cccc1-2 (stereo unspecified)

Some of the compounds tested; count on the stated rates, not on these rows.
